Screening results (PubChem)
ATXN viability: viability counter-screen for ATXN expression inhibitors; S2 cells (HEK-293 line with an ATXN2-luciferase reporter) viability, CellTiter-Fluor protease fluorescence, 24 h; actives 0.49% (n = 400,000); AID 651635; Potency, µM (top dose mostly 56.7 µM), most hits filed as cytotoxic; also: nearly all actives have a fitted effect of over 40% in size
A549 tox: kills or reduces viability of A549 cells in Nrf2 counter-screen | A549 ARE-Fluc cells, CellTiter-Fluor viability, 18-24 h | actives 0.16% (n = 390,000) | Potency, µM (titrated, usually from 46 µM), for inactives: at the top dose activity change, negative = cytotoxicity, usual class: inhibitors; also: % is scaled to controls: 0 for no effect and ±100 for the full control effect
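A549 ARE-Fluc cells in 5% FBS OPTI-MEM, 5000 cells/well, rested 2 h then exposed to compounds in concentration-response for 18-24 h at 37 °C. Viability by CellTiter-Fluor fluorescence (Ex 405/Em 525) after 30 min; luciferase luminescence (BugLite, 15 min, RT) read afterwards.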
MCF10A rereplic: inducers of DNA re-replication in MCF 10A breast cells; MCF 10A DNA re-replication, Hoechst nuclear intensity, 48 h; Potency, µM (titrated, usually from 46.1 µM), inactives show at the top dose activity, positive = re-replication, actives largely listed as activators; actives 2.9% (n = 350,000); AID 624296; also: % of control where 0% means no effect; nearly all actives have a fitted effect of over 50% in size
Nrf2 ARE act: activates Nrf2 signaling | AREc32 ARE-luciferase reporter (MCF7-derived line), luminescence, 24 h | Potency, µM (top dose mostly 46.1 µM), inactives show at the highest dose activation, most hits filed as activators | actives 0.31% (n = 410,000) | AID 624171; also: % of control where 0% means no effect; nearly all actives have a fitted effect of over 65% in size
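Nrf2 activation is followed as ARE-luciferase induction in the AREc32 line after one day of compound treatment; luminescence is read with Steady-Glo.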
Nrf2 inh: Nrf2 pathway inhibition; AID 504444; actives 2.1% (n = 360,000); A549 ARE-Fluc reporter, luciferase luminescence, 18-24 h; Potency, µM (series often up to 46 µM), for the others: at the highest dose activity change, negative = inhibition, hits mostly inhibitors; also: % is scaled to controls: 0 for no effect and ±100 for the full control effect; nearly all actives have a fitted effect of over 60% in size
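Concentration-response testing used A549 ARE_Fluc cells at 5000 cells/well. Following an 18-24 h compound incubation, viability was read by fluorescence (Ex 405/Em 525) and luciferase output by luminescence.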
HepG2 viability: counter-screen for TGF-b inhibitors: cytotoxicity in HepG2 cells | HepG2 CAGA-GFP viability, ATP luminescence, 18 h | Potency, µM (series often up to 46.1 µM), for inactives: at the top dose activity change, negative = cytotoxicity, hits mostly cytotoxic | actives 0.76% (n = 410,000) | AID 588856; also: some results filed as inactive show a strong effect at the top dose
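HepG2 CAGA-GFP cells (1000/well, DMEM with 1% FBS) received compound, then TGF-beta at 500 pg/mL final, and were incubated 18 hours at 37 degrees C. Viability was read by CellTiter-Glo luminescence. Media-only wells were set as complete cell-killing and DMSO as no toxicity.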
EPAC2 antag: antagonists of human EPAC2; Q8WZA2; EPAC2 GEF exchange of Rap1B-BODIPY-GDP, fluorescence; Potency, µM (titrated, usually from 114 µM), for inactives: at the highest dose activity, negative = inhibition, most hits filed as inhibitors; actives 0.18% (n = 360,000); also: % is scaled to controls: 0 for no effect and ±100 for the full control effect; nearly all actives have a fitted effect of over 45% in size; many of its hits are not listed in these tables
Target sequence (Q8WZA2 whole entry, looked up): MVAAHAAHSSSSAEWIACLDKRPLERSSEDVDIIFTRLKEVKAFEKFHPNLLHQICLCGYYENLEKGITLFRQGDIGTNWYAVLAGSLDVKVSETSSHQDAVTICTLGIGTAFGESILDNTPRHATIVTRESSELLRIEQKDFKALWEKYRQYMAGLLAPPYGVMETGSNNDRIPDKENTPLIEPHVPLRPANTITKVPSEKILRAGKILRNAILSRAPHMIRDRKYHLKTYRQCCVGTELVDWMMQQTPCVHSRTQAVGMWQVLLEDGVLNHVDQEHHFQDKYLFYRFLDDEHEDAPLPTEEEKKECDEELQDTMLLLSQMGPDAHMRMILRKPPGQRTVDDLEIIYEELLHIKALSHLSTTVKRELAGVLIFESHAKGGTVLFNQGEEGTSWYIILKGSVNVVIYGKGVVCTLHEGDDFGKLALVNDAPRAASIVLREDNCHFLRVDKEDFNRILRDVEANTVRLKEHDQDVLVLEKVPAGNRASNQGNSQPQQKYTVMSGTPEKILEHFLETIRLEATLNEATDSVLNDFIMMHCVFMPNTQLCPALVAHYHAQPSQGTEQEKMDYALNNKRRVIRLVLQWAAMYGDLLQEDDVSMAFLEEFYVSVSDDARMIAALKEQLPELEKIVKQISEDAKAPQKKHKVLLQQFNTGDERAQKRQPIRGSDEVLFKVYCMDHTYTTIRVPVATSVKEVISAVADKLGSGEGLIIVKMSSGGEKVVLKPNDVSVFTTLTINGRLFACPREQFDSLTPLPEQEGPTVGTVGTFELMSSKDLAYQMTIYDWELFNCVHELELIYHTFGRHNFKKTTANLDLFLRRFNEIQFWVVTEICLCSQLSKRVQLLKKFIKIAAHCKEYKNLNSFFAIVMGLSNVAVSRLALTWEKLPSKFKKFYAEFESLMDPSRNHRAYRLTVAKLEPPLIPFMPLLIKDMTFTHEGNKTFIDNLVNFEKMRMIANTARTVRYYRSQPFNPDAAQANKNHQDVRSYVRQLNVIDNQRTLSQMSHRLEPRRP
ATXN2 expr inh: ATXN2 expression inhibition; Potency, µM (series often up to 57 µM), for the others: top-dose activity change, negative = inhibition, usual class: inhibitors; actives 0.72% (n = 360,000); HEK-293 ATXN2-luciferase reporter, luminescence, 24 h; AID 1745845; also: % is scaled to controls: 0 for no effect and ±100 for the full control effect; nearly all actives have a fitted effect of over 55% in size
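ATXN2-luciferase reporter cells (luciferase flanked by upstream and downstream ATXN2 gene portions) were treated 24 h at 37 °C with compounds at up to 57 uM. SteadyGlo luminescence gave expression; GF-AFC fluorescence gave viability.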
TGFb inhibitor: inhibitors of TGF-b signaling. HepG2 CAGA-GFP TGF-b/SMAD3 reporter, GFP fluorescence, 18 h; TGF-beta stimulated, 500 pg/mL final. Potency, µM (series often up to 46.1 µM), inactives show at the top dose activity, negative = inhibition, usual class: inhibitors. actives 1.2% (n = 410,000). AID 588855; also: % is scaled to controls: 0 for no effect and ±100 for the full control effect; nearly all actives have a fitted effect of over 65% in size
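Inhibition was scored as loss of TGF-beta-induced (500 pg/mL final, 18 hours, 37 degrees C) GFP in HEPG2 cells carrying a CAGA-GFP reporter, in DMEM with 1% FBS. Well GFP was summed per cell; Activity was normalised to unstimulated and stimulated DMSO wells, then concentration-response fitting.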
Starred values were filed as active, the others as inactive; i = inactive; ? = inconclusive; nt = no result given; [ ] = remark or other dose. Calls follow the shape of the dose curve; as a rule, active = well fitted curve in the direction sought with a large enough effect; inconclusive = small, poorly fitted or top-dose-only effect, or another doubt; inactive = no such curve, though single readings can be large; an effect the other way counts as inactive or inconclusive. Potency is read from the fitted curve at half-maximal effect.

SMILES	ATXN viability	A549 tox	MCF10A rereplic	Nrf2 ARE act	Nrf2 inh	HepG2 viability	EPAC2 antag	ATXN2 expr inh	TGFb inhibitor
c1ccc2c(CSc3ncnc4nc[nH]c34)cccc2c1	i	-3%	-10%	2.6%	?	-7%	-17%	-30%	-17%
N/N=C1\CCCc2c1[nH]c1ccc([N+](=O)[O-])cc21	i	3%	-14%	-0.1%	4%	-83%	12%	-10%	0%
COC(=O)c1cc(S(=O)(=O)NCc2cccc(OC)c2)cn1C	i	7%	-3%	-0.7%	9%	-1%	17%	-1%	1%
Nc1ccn([C@@H]2O[C@H](C(=O)Nc3ccc(Oc4ccccc4)nc3)[C@@H](O)[C@H]2O)c(=O)n1	i	nt	nt	0.0%	nt	2%	21%	1%	24%
O=c1n(-c2ccccc2)c(=O)n2n1CCCC2	i	9%	?	-0.2%	12%	-14%	8%	1%	0%
COc1cccc(C(c2sc3nc(C)nn3c2O)N2CCc3ccccc3C2)c1 (configuration not stated)	i	6%	1%	6.1%	4%	-7%	-7%	4%	-2%
COc1ccc(/C=C/C(=O)NNc2c(F)c(F)cc(F)c2F)cc1OC	i	1%	10%	3.6%	-5%	5%	-5%	-25%	-5%
O=C(O)c1ccccc1-c1ccccc1C(=O)NCc1ccccc1F	i	7%	?	-0.6%	6%	1%	-2%	14%	3%
CCCCN(C(=O)c1cc(CC)c(C)s1)c1c(N)n(CC(C)C)c(=O)[nH]c1=O	i	0%	1%	-0.2%	11%	-1%	2%	9%	-1%
O=C(CN1C(=O)COc2ccc(S(=O)(=O)N3CCCC3)cc21)NCCc1ccc(Cl)cc1	nt	-6%	nt	7.6%	nt	-1%	nt	nt	?
CC1(C)OC2C(CO)OC(n3cnc4c(=S)nc(N)[nH]c43)C2O1 (configuration not stated)	i	nt	nt	-0.8%	nt	-36%	-10%	-10%	?
CN(CC(=O)NCc1cccs1)S(=O)(=O)c1cccc2cccnc12	i	0%	8%	-0.1%	6%	0%	21%	-9%	-10%
COc1ccc(CCNc2oc(-c3ccc(C)cc3)nc2C#N)cc1OC	i	8%	-1%	0.8%	-4%	-20%	-4%	-2%	-1%
Cc1nn2c(=O)cc(COC(=O)c3ccc(C(C)(C)C)cc3)nc2s1	i	-10%	nt	-0.4%	5%	-2%	nt	-8%	-9%
O=C1NC(NS(=O)(=O)c2ccc(Cl)cc2)(C(F)(F)F)C(=O)N1c1ccccc1 (configuration not stated)	i	-4%	-1%	0.1%	-19%	-2%	-4%	25%	0%
C[C@@H]1CC=C[C@H]2[C@H]1C(=O)N(Cc1ccccc1)[C@H]2c1cccc([N+](=O)[O-])c1	i	-16%	-1%	0.5%	-18%	2%	-28%	1%	-26%
Cn1c(=N)n(CC(O)c2cccs2)c2ccccc21 (configuration not stated)	?	?	-6%	0.4%	?	-10%	9%	?	-12%
O=C(NCc1ccco1)C1CCN(c2ccc(N3CCOCC3)nn2)CC1	i	-7%	0%	0.8%	4%	-7%	2%	19%	-12%
NC(=O)C1CC(=O)N(c2ccc(OCC(=O)Nc3ccccc3F)cc2)C1 (configuration not stated)	i	-1%	1%	3.8%	?	1%	5%	nt	0%
Cc1ccc(S(=O)(=O)N2CCN(C(=O)N3CCOCC3)CC2)c(C)c1	i	1%	-5%	-0.1%	-2%	-24%	-12%	1%	0%
Cc1nc2nc(NC(=O)c3ccc(C(C)(C)C)cc3)[nH]n2c(=O)c1Cl	nt	8%	nt	0.1%	24%	-3%	nt	nt	1%
CC1(C)CC(=O)C(C=NCCN2CCN(C(=O)CC3CCCC3)CC2)=C(O)C1	i	-10%	-5%	-0.4%	5%	6%	18%	7%	3%
CS(=O)(=O)c1ccc(-c2cccc(NC(=O)COc3ccc(Cl)cc3)c2)nn1	i	2%	5%	1.9%	-12%	-8%	-17%	6%	-7%
Cc1cc(C)c(Cn2c(=O)n(CCCCCC(=O)NCc3ccc4c(c3)OCO4)c(=O)c3sccc32)c(C)c1	nt	1%	nt	-0.7%	4%	-13%	nt	nt	-16%
CN(C)c1nc(NCc2ccccc2)nc(SCC(=O)Nc2ccccc2Cl)n1	i	0%	?	0.6%	-25%	-27%	0%	-2%	?
CC(NC(=O)Nc1cccc([N+](=O)[O-])c1)(C(F)(F)F)C(F)(F)F	i	?	12%	1.9%	?	-43%	-22%	?	?
Cc1nc2c(O)c3c(c(O)c2nc1C)C1C=CC3CC1	5.6µM*	8%	5.2µM*	-3.2%	1%	-106%	1%	28µM*	?
COc1ccc(C(=O)COC(=O)CNS(=O)(=O)c2ccc(C)cc2)cc1	i	0%	0%	0.5%	5%	-6%	21%	4%	-1%
CC(=O)Nc1ccc2c(c1)C(=O)N(c1ccc(C)cc1)C2=O	i	-6%	0%	2.1%	?	-28%	7%	4%	-3%
CCOc1ccc(NC(=O)CCc2c(C)nc3c(c(C)nn3-c3ccccc3)c2C)cc1	i	5%	nt	0.5%	-7%	-2%	nt	10%	-14%

Limited to TGFb inhibitor, for 3 of the compounds above:
compound,TGFb inhibitor
CN(C)c1nc(NCc2ccccc2)nc(SCC(=O)Nc2ccccc2Cl)n1,?
Cc1nc2nc(NC(=O)c3ccc(C(C)(C)C)cc3)[nH]n2c(=O)c1Cl,1%
Cc1nc2c(O)c3c(c(O)c2nc1C)C1C=CC3CC1,?

The listing continues:
SMILES	ATXN viability	A549 tox	MCF10A rereplic	Nrf2 ARE act	Nrf2 inh	HepG2 viability	EPAC2 antag	ATXN2 expr inh	TGFb inhibitor
COc1ccc(NC(=O)c2cc3c(=O)n(Cc4cccs4)ccc3nc2C)c(OC)c1	i	-1%	nt	6.0%	-26%	-8%	nt	-16%	?
CCCCN(C(=O)CSc1nc2ccccc2s1)c1c(N)n(CCCC)c(=O)[nH]c1=O	i	-5%	8%	2.8%	-2%	-7%	18%	2%	1%
Cc1cc(/C=N/NC(=O)c2ccccc2F)c(C)n1-c1ccccc1	i	-15%	2%	-0.2%	?	-7%	-10%	78%[activator]	-19%
O=C(CNC(=O)c1ccccc1F)OCC(=O)N1CCCCC1	i	-2%	-2%	-0.4%	-5%	3%	4%	-6%	-4%
COc1ccc(C2C(C(=O)c3cccs3)=C(O)C(=O)N2CCN2CCOCC2)c(OC)c1 (configuration not stated)	i	-1%	0%	0.2%	1%	25%	0%	25%	0%
COc1ccc(CNCCc2ccccc2)cc1OCC(N)=O	i	-13%	6%	-0.9%	nt	7%	14%	-6%	1%
N#Cc1ccccc1NC(=O)Nc1cccc(Cl)c1	i	-3%	1%	-0.9%	?	-6%	-3%	4%	4%
COc1ccc(CN2C[C@@H](CO)O[C@@H](n3cnc4c(N5CCN(c6ccccc6)CC5)ncnc43)C2)cc1	?	nt	nt	-0.3%[9.22 µM]	nt	-17%	3%	?	-20%
C#Cc1cccc(NC(=O)c2ccc(Cl)cc2Cl)c1	i	12%	0%	-0.5%	?	-5%	-27%	nt	-18%
CCOC(=O)C1=C(C)OC(N)=C(C#N)C1C1CCCCC1 (configuration not stated)	i	2%	?	2.8%	0%	-41%	9%	3%	-37%
Oc1ccccc1C1C=C(c2ccc3c(c2)OCO3)NC(c2ccc(F)c(Br)c2)N1 (configuration not stated)	nt	0%	nt	nt	-4%	-59%	nt	nt	?
COc1ccc(N2C(=O)C(CC(=O)Nc3ccc(Cl)cc3)N(NC(=O)c3cccc(F)c3)C2=S)cc1 (configuration not stated)	i	9%	13%	8.6%	-2%	-19%	12%	1%	?
O=C(c1ccc2c(c1)C(=O)N(CCCO)C2=O)c1ccc2c(c1)C(=O)N(CCCO)C2=O	i	7%	-2%	-0.7%	nt	-27%	4%	-1%	7%
CCCC(C)NC(=O)COc1ccc(S(=O)(=O)c2ccc(OCC(=O)NC(C)CCC)cc2)cc1 (configuration not stated)	i	1%	1%	-0.4%	-2%	1%	-10%	-8%	-2%
CCCNC(=S)NNC(=O)c1cc(-c2cccnc2)nc2ccccc12	i	-9%	11%	0.0%	-3%	-25%	1%	7%	-21%
COC(=O)c1nc(NC(=O)c2ccc(Br)cc2)n[nH]1	i	8%	-3%	2.8%	-11%	10%	-5%	0%	8%
CCCc1nc2ccc(Cl)cn2c1Cc1ccc(C)cc1	?	nt	nt	10%	nt	-27%	-23%	0%	-25%
Cc1ccc(C(=O)N2CCN(Cc3ccccc3)CC2)o1	i	-2%	-22%	2.1%	0%	-6%	4%	7%	-10%
COc1ccccc1N1CCN(C(=O)c2ccc(C(C)(C)C)cc2)CC1	i	5%	?	3.4%	16%	-76%	2%	-1%	-22%
Cc1ccc(S(=O)(=O)N2CCOCC2)cc1C(=O)NCc1cccs1	i	7%	-2%	-0.3%	0%	-2%	1%	-18%	0%
CC1(C(=O)O)CCC(C(=O)Nc2ccc(S(N)(=O)=O)cc2)C1(C)C (configuration not stated)	i	-2%	-4%	-0.6%	9%	4%	9%	5%	?
COc1ccc(CC2(CO)CCN(Cc3ccc(NC(C)=O)cc3)CC2)cc1	i	-11%	7%[9.22 µM]	-1.1%	?	0%	-4%	-6%	17%
COC(=O)CSc1nc(C2CC2)cc(C(F)(F)F)c1C#N	i	1%	-2%	0.4%	-14%	-14%	0%	-7%	-5%
Cc1cc(N/N=C/c2cccc(Br)c2)nc2ccccc12	i	-10%	2%	5.7%	?	-24%	-7%	50%[activator]	-28%
COc1ccc(-c2nc(N)n[nH]2)cc1OC	i	-9%	0%	-0.8%	nt	-1%	2%	89%[activator]	19%
Cc1ccccc1C(=O)Oc1ccc(-c2csnn2)cc1	i	1%	?	4.9%	7%	-8%	-10%	34%	-14%
COc1ccc(CN(C)C(=O)c2ccc(NC(=O)CC3SC(N4CCCCC4)=NC3=O)cc2)c(OC)c1 (configuration not stated)	i	9%	30%	2.9%	0%	1%	-13%	-7%	0%

These rows are one share of the data; count on the stated rates, not on these rows.
